# Compound activity as filed in PubChem.
# eLon inh: inhibits E. coli Lon protease; P0A9M0; purified E. coli Lon protease, fluorescence polarization; inhibition, % at 7.94 µM; actives 0.42% (n = 360,000); in the data active = inhibition above about 13%, passing the limit was not always enough;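 note: 0% = enzyme with probe and DMSO and 100% = no enzyme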
# TbMetRS inhib: Trypanosoma brucei MetRS inhibition. purified T. brucei MetRS, ATP depletion, Kinase-Glo luminescence. inhibition, % at 11.9 µM. actives 0.4% (n = 360,000);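 active = inhibition above a per-plate cutoff of the control wells' mean inhibition plus 3 SD, cut at about 5.5% in these data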;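 note: 0% = DMSO wells median and 100% = median of wells with control inhibitor compound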
#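 Material – parasite MetRS enzyme · Medium – HEPES-MgCl2-KCl buffer plus DTT, spermine, BSA, pyrophosphatase · Reagent – ATP, methionine and E. coli bulk tRNA substrates · Times – 15 min enzyme-compound preincubation, 2 h reaction, 10 min detection, 25 °C · Measured by – luminescence of leftover ATP · Evaluation – percent inhibition relative to median high and low control wells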
# MsrA act: activators of bovine methionine sulfoxide reductase A; purified bovine MsrA, absorbance read-out; activation, % at 10.6 µM; actives 0.3% (n = 360,000); in the data active = activation above about 7.5%;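 note: 0% = vehicle and 100% = reference activator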
# DNMT1 inh: DNMT1 (human) enzyme inhibition | inhibition (reported as % activation of signal), % at 10 µM | P26358 | AID 588458 | actives 0.83% (n = 360,000) | DNMT1 molecular beacon, Hinp1I cleavage, fluorescence; in the data active = inhibition above about 50%
# Scp1 inh: blocks human Scp-1 phosphatase activity. Q9GZU7. actives 0.88% (n = 340,000). Recombinant Scp1, phosphopeptide, malachite green phosphate absorbance. inhibition, % at 20 µM;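 active = inhibition above about 50% at 20 µM, limit read from the data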;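 note: plate controls were DMSO wells with enzyme for no effect and wells lacking enzyme for full effect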
# Target sequence (Q9GZU7 76-261 limits assumed): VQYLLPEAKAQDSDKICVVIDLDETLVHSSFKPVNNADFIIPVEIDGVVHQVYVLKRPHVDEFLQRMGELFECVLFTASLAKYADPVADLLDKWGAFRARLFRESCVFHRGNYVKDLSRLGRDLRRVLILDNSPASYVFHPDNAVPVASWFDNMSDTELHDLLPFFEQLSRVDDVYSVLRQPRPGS
#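 Test system: SCP-1 catalytic domain; Buffer or medium: Acidic Tris acetate buffer with magnesium and detergent; Also added: Phosphorylated 17-residue peptide substrate; Compound: single 20 µM dose, 1% DMSO; Schedule: enzyme reaction 45 min at room temperature, colour 5 min, stabilisation 30 min; Signal: Phosphate-binding colour reagent, absorbance read at 630 nm.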
# MsrA inhibitor: bovine MsrA inhibition; purified bovine MsrA, absorbance read-out; inhibition, % at 15.5 µM; actives 0.75% (n = 360,000); in the data active = inhibition above about 4.5%;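 note: 0% = vehicle wells with enzyme and 100% = reference inhibitor wells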
# NRP1-CendR mod: alters CendR peptide binding to human NRP-1 | AID 602438 | inhibition, % at 25 µM | actives 0.85% (n = 360,000) | O14786 | FAM-RPARPAR peptide binding to NRP-1, fluorescence polarization;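 active = inhibition or corrected inhibition above about 18%, plus a signal ratio from 0.5 to 1.5, limit read from the data, passing the limit was not always enough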; note: strong numbers were not always called active
# Target sequence (O14786 whole entry, looked up): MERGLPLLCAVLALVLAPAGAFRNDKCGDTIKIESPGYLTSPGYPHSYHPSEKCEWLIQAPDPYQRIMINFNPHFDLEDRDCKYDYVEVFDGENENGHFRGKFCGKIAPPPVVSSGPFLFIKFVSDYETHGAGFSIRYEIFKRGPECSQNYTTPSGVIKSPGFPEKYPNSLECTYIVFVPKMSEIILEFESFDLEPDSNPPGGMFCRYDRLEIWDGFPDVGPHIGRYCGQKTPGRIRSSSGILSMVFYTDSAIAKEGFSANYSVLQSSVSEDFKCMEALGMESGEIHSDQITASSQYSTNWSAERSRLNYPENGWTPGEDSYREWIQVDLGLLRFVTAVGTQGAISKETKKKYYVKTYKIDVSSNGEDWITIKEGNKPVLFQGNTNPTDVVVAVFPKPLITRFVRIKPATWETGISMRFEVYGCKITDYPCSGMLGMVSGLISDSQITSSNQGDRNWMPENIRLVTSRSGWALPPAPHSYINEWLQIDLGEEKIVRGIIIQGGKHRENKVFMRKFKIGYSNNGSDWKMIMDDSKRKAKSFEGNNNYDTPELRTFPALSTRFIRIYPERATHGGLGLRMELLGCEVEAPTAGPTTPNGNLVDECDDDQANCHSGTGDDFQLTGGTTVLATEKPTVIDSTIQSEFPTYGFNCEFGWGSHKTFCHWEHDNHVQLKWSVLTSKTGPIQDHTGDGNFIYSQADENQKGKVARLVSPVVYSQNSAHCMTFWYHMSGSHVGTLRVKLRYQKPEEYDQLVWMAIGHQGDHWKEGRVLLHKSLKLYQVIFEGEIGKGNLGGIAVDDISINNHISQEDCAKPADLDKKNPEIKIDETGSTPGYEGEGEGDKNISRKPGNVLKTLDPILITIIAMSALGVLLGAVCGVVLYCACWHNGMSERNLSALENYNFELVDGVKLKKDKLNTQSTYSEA
# STEP inh: blocks human striatal-enriched tyrosine phosphatase. P54829. recombinant STEP, OMFP fluorogenic substrate, fluorescence. inhibition, % at 20 µM. actives 0.25% (n = 360,000). AID 588621;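 active = inhibition at 20 µM, scaled per plate between control wells, above about 37%, limit read from the data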;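 note: 0% = DMSO with enzyme and substrate and 100% = substrate only without enzyme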
#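 material = STEP tyrosine phosphatase | reagent = fluorogenic phosphatase substrate OMFP at 25 µM final | doses = single compound dose of 20 µM, 1% DMSO final | schedule = 20 min reaction, room temperature, in the dark | measured by = fluorescence, 480/540 nm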
# SUMO1 PPI mod: alters human SUMO1 binding to SIM partners; SUMO1 binding to a labelled peptide, TR-FRET, 1 h; P63165; actives 0.33% (n = 360,000); AID 602429; inhibition, % at 20 µM; in the data active = inhibition above about 37%
# LMPTP block: blocks human LMPTP phosphatase. AID 651560. inhibition, % at 20 µM. actives 0.22% (n = 360,000). recombinant LMPTP-A, OMFP fluorogenic substrate, fluorescence intensity. P24666;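 active = compounds that cut the enzyme signal by at least half of the control window in the single-dose screen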;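 note: plate controls were DMSO wells with enzyme plus substrate for no effect and substrate without enzyme for full effect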
#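 Assay system: LMPTP-A phosphatase enzyme | Input: 0.625 nM enzyme | Also added: Fluorogenic phosphatase substrate OMFP at 400 µM final | Compound dosing: One test concentration per compound, 20 µM, with 3% DMSO overall | Schedule: 50 min enzyme reaction at room temperature, protected from light | Signal: Fluorescence intensity | Benchmarks: no-enzyme and uninhibited controls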
# * = called active by the depositor; · = not tested or not shown.
Scp1 inh,eLon inh,DNMT1 inh,MsrA inhibitor,STEP inh,SUMO1 PPI mod,TbMetRS inhib,MsrA act,NRP1-CendR mod,LMPTP block,smiles
4,1,2,0.5,-4,9,-0.6,-5,-6,-0.2,Cc1nc2c(c(=O)c3ccccc3n2C)c(=O)n1-c1ccccc1
7,-5,-1,0.9,-2,-2,-0.2,-2,-15,0.1,COCCCNC(=O)C[C@H]1C[C@H](C(=O)N2CCOCC2)[C@@]2(C)c3[nH]c4cc(-c5ccco5)ccc4c3CCN2C1=O
-11,8,-1,0.1,4,-5,-0.7,-4,-6,11,COCCCNC(=O)C1CCN(c2ccc(N3CCOCC3)nn2)CC1
-2,-9,-1,0.2,1,-2,-0.4,0,2,-1.2,COc1ccc(NC(=O)COc2ccc(Br)cc2)c(OC)c1
-6,8,3,-0.1,-1,1,0.8,-6,12,-0.4,CC(CNC(=O)CN1C(=O)c2cccnc2Oc2ccc(Cl)cc21)c1ccccc1 (stereo unspecified)
-9,-5,2,1.1,-3,-4,-0.6,-7,6,1.2,c1ccc(N/N=C2\CCCc3ccccc32)nc1
-9,4,1,1.4,-3,-2,-0.5,-2,4,-1.0,COc1ccccc1NC(=O)C12CCC(C)(C(=O)C1)C2(C)C (stereo unspecified)
2,6,1,-1.4,-3,2,-0.2,-3,7,-2.7,NC(=O)c1ccc(NC(=O)CCNC(=O)c2ccco2)cc1
-2,-6,0,-0.3,1,4,-0.5,-6,-7,-0.1,O=C(Cn1cccc1C(=O)c1ccccc1)NCCCc1ccccc1
5,3,8,-0.6,2,10,-1.5,-8,4,0.5,c1ccc(-c2nc(NCCCn3ccnc3)c3oc4ccccc4c3n2)cc1
-6,-3,7,0.8,-2,3,0.0,2,-10,-0.7,Cc1ccc(NC(=O)c2cc(NC(=O)c3ccco3)ccc2N2CCCCC2)cc1
·,-1,-3,0.2,2,-5,0.0,-3,0,1.6,O=c1cc(CN2CCN(c3ccc(Cl)c(Cl)c3)CC2)c2c(ccc3ccccc32)o1
3,5,5,1.2,0,-3,0.5,-4,1,0.4,CN(Cc1c(C(=O)N/N=C/c2cccc(O)c2)nnn1-c1nonc1N)C1CCCCC1
-12,3,17,4.7*,1,-13,0.2,-6,-46,-0.1,Oc1ccc(/C=N/N=C/c2ccc(O)c(O)c2)cc1O
-8,-6,3,1.0,0,-13,-0.8,-10,-12,1.3,CCOC(=O)c1c(C)oc2ccc(OCC(=O)N(CC)CC)cc12
-7,1,0,0.3,0,1,-1.1,-5,-6,3.1,Clc1cc(Cl)cc(CSc2nnc(-c3sccc3-n3cccc3)o2)c1
1,-9,1,0.1,-2,-3,-0.3,-3,12,0.7,Brc1ccc(OCCCCN2CCCCC2)cc1
-3,5,6,-1.0,0,2,-0.2,-2,8,-0.6,N#Cc1ccccc1COC(=O)c1ccc(Br)o1
-6,-8,7,0.8,-7,-1,-0.3,-6,16,0.5,CCOC(=O)CN1CC23C=CC(O2)C(C(=O)Nc2ccc(F)c(C)c2)C3C1=O (stereo unspecified)
3,-17,0,2.7,1,-5,-0.4,-4,-14,-2.2,CC/C(=C/c1sc2ccc(C)cc2[n+]1CCO)SC
-6,2,3,·,-5,-2,-0.1,-7,-2,-1.2,O=S(=O)(NCc1cccnc1)c1cc(Cl)ccc1Cl
-10,1,-2,3.0,-2,-2,0.1,-4,3,-2.6,CCN(CC)C(=O)Cn1cc(C(=O)C(=O)N2CCCc3ccccc32)c2ccccc21
-9,-4,-3,1.3,3,13,0.6,1,11,23,CS(=O)(=O)c1ccccc1C(=O)Nc1ccc(-c2nc3ccccc3[nH]2)cc1
-10,-5,3,-1.4,7,4,-0.6,-4,-4,2.3,N#Cc1cc(-c2ccc(Cl)cc2)cnc1Sc1ccccc1
3,-6,-1,1.6,2,-3,0.0,-1,11,0.7,COc1ccc(NC(=O)CCNC(=O)c2ccco2)cc1Cl

# Carrying on.
Scp1 inh,eLon inh,DNMT1 inh,MsrA inhibitor,STEP inh,SUMO1 PPI mod,TbMetRS inhib,MsrA act,NRP1-CendR mod,LMPTP block,smiles
14,-1,1,1.1,-1,-6,-1.0,-12,-6,-1.8,COc1ccc(C(=O)Nc2nccs2)cc1OC
-7,-4,0,-0.6,-1,-1,0.0,-2,10,-2.7,C=CCNCCCCOc1ccccc1
-2,-9,2,1.2,-1,2,-1.0,-10,-12,1.5,Nc1ccccc1-c1nnc(SCc2ccccc2Cl)[nH]c1=O
-11,4,-8,1.3,2,-4,-0.5,0,-8,0.5,Cc1ccc(NC(=O)CSC2=C(C#N)C(c3ccc4c(c3)OCO4)C3=C(CCCC3=O)N2)c(C)c1 (stereo unspecified)
-10,5,-1,-0.1,3,2,-0.3,-3,-3,-0.8,CC(=O)NNC(=O)CCn1nnc2ccccc21
-4,-3,0,-0.8,-3,0,0.4,-2,0,-1.2,COc1ccc(NC(C)=O)cc1NS(=O)(=O)c1cn(C)c(=O)n(C)c1=O
-4,-3,-2,-0.4,-1,0,-0.6,-1,4,-0.5,CCOC(=O)c1ccc(NS(=O)(=O)N2CCCCCC2)cc1
·,0,-2,-0.7,-3,-5,-0.3,-10,-5,-0.3,COc1cc(CN2C[C@@H](CO)O[C@@H](n3cnc4c(NCc5ccc(F)cc5)ncnc43)C2)cc(OC)c1OC
-10,0,2,-0.4,1,4,0.0,-1,-1,-0.2,CCOC(=O)CNc1ncnc2nc[nH]c12
1,9,-4,0.1,2,-1,-0.4,0,6,0.0,Cc1ccc(C)c(NC(=S)NCc2cccs2)c1
5,-3,-5,-0.6,-2,1,-0.1,1,-5,2.7,CCN1CCN(c2ccc(S(=O)(=O)N3CCCCC3)cc2NC(=O)COc2ccc(Cl)c(C)c2)CC1
-4,-11,0,-0.4,0,4,0.0,-3,0,-6.1,CCOC(=O)N1CCC(N2CCN(c3ccccc3)CC2)CC1
-5,-1,-4,0.1,-1,-3,-0.3,-4,-14,-0.4,CN1CCN(c2ccc(S(=O)(=O)N3CCCCC3)cc2NC(=O)Cc2ccccc2F)CC1
-7,-4,-3,4.2,3,-5,-0.9,-4,3,0.3,CCOC(=O)c1nnn(-c2nonc2N)c1-c1cccc2ccccc12
1,-14,5,-0.2,2,-5,-0.2,-2,16,-0.5,CC(NC(=O)c1ccc(NC(=O)CC2SC(N3CCCC3)=NC2=O)cc1)c1ccccc1 (stereo unspecified)
-13,2,2,-1.3,0,1,-1.7,-10,2,0.0,Cc1ccc(N(CC(=O)Nc2ccc3c(c2)OCCO3)S(=O)(=O)c2c(C)noc2C)cc1
-4,-4,1,-0.7,-3,1,-0.2,-5,1,-2.2,CC(C)[C@H](NC(N)=O)C(=O)Nc1ccc(OCc2ccccc2)cc1
-8,1,45,-1.0,1,-4,2.1,-5,8,-1.8,COc1cccc(NC(=O)CSc2nc3c([nH]c4ccccc43)c(=O)n2C)c1
-5,-3,-6,-1.3,-2,-2,-0.9,-3,-13,-0.6,CNC(=S)N1CCn2cccc2C1c1cc(OC)c(OC)c(OC)c1 (stereo unspecified)
-4,-12,0,-0.3,-3,2,-0.2,-7,-8,-2.4,O=C(Nc1ccc(F)cc1F)C1CC(=O)N(Cc2ccccc2)C1 (stereo unspecified)
19,-1,1,3.9,2,2,-0.5,-4,9,1.1,CSc1ccc(C(=O)C2CCCN(C(=O)c3ccc4c(c3)OCO4)C2)cc1 (stereo unspecified)
·,9,10,2.5,-2,-6,-0.4,-5,1,-2.4,CCc1ccc(N2CC(C(=O)N3CCN(c4ccc([N+](=O)[O-])cc4)CC3)CC2=O)cc1 (stereo unspecified)
-5,5,-1,1.2,0,-5,-0.9,-3,-3,0.7,O=C(NCC(=O)N(c1ccc(F)cc1)C(C(=O)NC1CCCC1)c1cccnc1)c1cccs1 (stereo unspecified)
-13,-4,0,0.1,-5,1,-0.3,1,3,-1.2,O=C(c1ccccc1)c1ccc(C(=O)N2CCOCC2)cc1
-12,8,-1,2.0,-3,-1,-0.3,0,10,1.2,Cc1ccc(OCc2nnc(SCC(=O)O)n2N)cc1

# (cont.)
Scp1 inh,eLon inh,DNMT1 inh,MsrA inhibitor,STEP inh,SUMO1 PPI mod,TbMetRS inhib,MsrA act,NRP1-CendR mod,LMPTP block,smiles
0,-8,0,·,1,2,-0.9,-5,-7,-1.7,O=C(CCC(=O)NNC(=O)COc1ccccc1)NCc1ccccc1
·,-12,-3,0.1,1,1,-0.1,-4,-8,0.3,OCCNc1ncnc2c1ncn2[C@H]1CN(Cc2ccco2)C[C@@H](CO)O1
5,3,19,-0.3,-8,-1,0.7,-2,10,-0.3,C(=C\c1ccccc1)/C=N/Nc1nc(N2CCCCC2)nc(N2CCCCC2)n1
0,-2,-3,-0.3,1,-6,-1.3,-7,3,0.6,CCOc1ccccc1NC(=O)c1ccc2c(c1)C(=O)N(C(C)(C)C)C2=O
-11,2,11,-0.7,-1,2,0.0,-2,-1,0.9,COc1ccccc1NC(=O)c1oc2ccccc2c1NC(=O)C1CC1
8,-10,-3,0.3,-1,-1,0.2,-2,-3,-0.3,O=C(CN(Cc1ccccc1F)C(=O)c1csnn1)NC1CCCCC1
-9,-1,-2,1.7,3,-9,-0.3,-5,0,1.4,Cc1ccc(-c2cn(S(=O)(=O)c3cccc([N+](=O)[O-])c3)nc2N)cc1
-8,-16,4,5.3*,-3,5,0.1,-2,17,-1.0,CN(CC(=O)Nc1ccc(N2CCOCC2)cc1)C(=O)Cc1ccccc1
-15,-8,4,1.1,1,-1,-1.0,-8,2,2.2,CCCC(=O)c1ccc(N2CCN(S(=O)(=O)c3ccccc3)CC2)c(F)c1
-9,2,-4,0.1,-1,2,-0.1,2,19*,3.3,CN(C(=O)COc1ccccc1)c1nnc(C23CC4CC(CC(C4)C2)C3)s1
-6,14,13,-0.9,3,3,-0.4,-3,30*,6.2,Cc1ccc(-c2cccc(C3CC=CC4C3C(=O)N(Cc3ccccc3)C4c3cc(C)ccc3F)c2)cc1 (stereo unspecified)
-22,3,2,0.9,3,-11,-0.1,-4,-5,1.2,COc1ccc(C(=O)CC(=O)C(=O)Nc2cccc(F)c2)cc1
-5,0,6,-2.2,4,1,-0.2,-1,3,-2.0,COCc1cc(C)nc(SCC(=O)Nc2ccccc2C)c1C#N
-2,-7,1,1.5,1,-2,-0.7,-4,-8,-1.9,O=C(NN=C1CCCCCCC1)c1ccc(F)cc1
-8,1,4,-0.4,3,1,-1.3,-1,12,-0.2,C#CCN(C[C@@H](CC(C)C)NC(=O)OC(C)(C)C)S(=O)(=O)c1ccc(Br)cc1F

# Of the compounds above, these have a nitro group on carbon:
Scp1 inh,eLon inh,DNMT1 inh,MsrA inhibitor,STEP inh,SUMO1 PPI mod,TbMetRS inhib,MsrA act,NRP1-CendR mod,LMPTP block,smiles
·,9,10,2.5,-2,-6,-0.4,-5,1,-2.4,CCc1ccc(N2CC(C(=O)N3CCN(c4ccc([N+](=O)[O-])cc4)CC3)CC2=O)cc1 (stereo unspecified)
-9,-1,-2,1.7,3,-9,-0.3,-5,0,1.4,Cc1ccc(-c2cn(S(=O)(=O)c3cccc([N+](=O)[O-])c3)nc2N)cc1
